S3 lipid droplet: qHTS Assay for Lipid Storage Modulators in Drosophila S3 Cells. Drosophila S3 cells, BODIPY lipid droplet fluorescence, 18-24 h; cells fed with added oleic acid. lipid storage change, negative = inhibition, % at the top dose, mostly 46.1 µM; hits show Potency in µM. 0.64% of 320,000 active. AID 2685, 2010; active means well fitted inhibition curve with a large enough effect in the signal ratio, with a control signal flat, not every such curve was filed as active; inconclusive means small, poorly fitted or top-dose-only effect, or effect the other way, or a change in a side signal; the % refers to the signal ratio
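Drosophila S3 cells loaded with oleic acid (400 uM, as added) and compounds at several concentrations; lipid droplets imaged by 488-nm laser-scanning cytometry, 500–530 nm intensity and object ratio to cell channel. Percent activity normalized to 20 uM Triacsin C.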
S3 lipid droplet cell count max: second read-out of S3 lipid droplet, no call of its own (marks repeat the call); cell number change, %; measured here: cell count max response;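 cells counted by Cell Tracker Red CMTPX staining in the red channel; peak over a dose series mostly up to 46.1 µM; percent activity relative to internal control wells on each plate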
Starred values were filed as active, the others as inactive; i = inactive; ? = inconclusive; / = no result given; [ ] = remark or other dose. On the % scale 0 is the no-effect control and ±100 the full control effect; potency means the concentration at half of the fitted maximal effect. Only part of the results is shown; rates above refer to the full screens.

SMILES	S3 lipid droplet	S3 lipid droplet cell count max
Cc1nn2c(COc3ccc(NC(=O)C(C)C)cc3)nnc2c2ccccc12	-4.7%	2.3
CCOc1cccc(OCCCCN2CCCCC2)c1	10.3%	-2.1
Cc1ccc(NC(=O)c2cccc(S(=O)(=O)N3CCCCC3)c2)cc1	?	/
COC(=O)CN(c1ccccc1)S(=O)(=O)c1ccc(F)cc1	-2.0%	-7.5
CC(=O)N1CCN(S(=O)(=O)c2cccc(C(=O)NNC(=O)Cn3ccc(C(F)(F)F)n3)c2)CC1	17.6%	14.1
CSc1ccccc1NC(=O)CN(C)CC(=O)Nc1ccc(Cl)cc1F	?	/
Cc1cc(C)n(-c2ccc(C(=O)N3CCc4ccccc43)cc2)n1	?	/
COc1ccc(-c2nnc(SCC(=O)NCc3ccco3)o2)cc1	?	/
CCCCN1C(=O)/C(=C2\SC(N3CCCCC3)=NC2=O)c2ccccc21	?	/
NC(=O)CCn1cnc2ccccc21	3.3%	-0.3
Nc1[nH]nc2nc(NCc3ccccc3)c3c(c12)CCN(Cc1ccccc1)C3	?	/
CN1CCN(C(=O)c2cc(Cl)cc(Cl)c2NC(=O)c2ccco2)CC1	-12.1%	/
COc1ccc(OC)c(C2NC(=O)NC(C)=C2C(=O)OC2CCCCC2)c1 (centres undefined)	?	/
CC(C)(C)N/N=C/c1c(O)n(-c2ccc(Cl)cn2)c(=O)c2ccccc12	?	/
O=C(COC(=O)COc1ccccc1)NCCc1ccccc1	?	/
CCOC(=O)Cc1csc(NC(=O)c2ccco2)n1	?	/
Cc1c(C)n(Cc2ccccc2)c2ncnc(NCCCN(C)C)c12	?	/
O=C(c1ccccc1)c1ccc2ccccc2n1	i	/
CC(C)(O)CCC(C)(C)O	?	/
O=[N+]([O-])c1ccc2c(c1)CNc1ccccc1O2	?	/
COc1c(OC(C)=O)ccc(/C=N\NC(=O)c2ccc(Br)cc2)c1[N+](=O)[O-]	-4.0%	-5.2
COc1ccc(N=C2NC(=O)/C(=C/c3ccc(O)c(OC)c3)S2)cc1	?	/
Cc1ccc(S(=O)(=O)N2CCCC2)cc1C(=O)NC1CCCCC1	?	/
Cc1cc(C)c2nc(SCc3ccc([N+](=O)[O-])cc3)nc(C)c2c1	-6.1%	-1.2
O=C(O)COc1ccc(C(=O)c2ccccc2)cc1	-4.7%	0.5

A stretch from further up:
SMILES	S3 lipid droplet	S3 lipid droplet cell count max
Cc1ccc(S(=O)(=O)N2CCCC2)cc1C(=O)NC1CCCCC1	?	/
Cc1cc(C)c2nc(SCc3ccc([N+](=O)[O-])cc3)nc(C)c2c1	-6.1%	-1.2
O=C(O)COc1ccc(C(=O)c2ccccc2)cc1	-4.7%	0.5

Compound profiles, from the list above. Values in the order: S3 lipid droplet | S3 lipid droplet cell count max
`Nc1[nH]nc2nc(NCc3ccccc3)c3c(c12)CCN(Cc1ccccc1)C3` reads ? | /
`CN1CCN(C(=O)c2cc(Cl)cc(Cl)c2NC(=O)c2ccco2)CC1` reads -12.1% | /
`COC(=O)CN(c1ccccc1)S(=O)(=O)c1ccc(F)cc1` reads -2.0% | -7.5
`COc1ccc(N=C2NC(=O)/C(=C/c3ccc(O)c(OC)c3)S2)cc1` reads ? | /
`Cc1nn2c(COc3ccc(NC(=O)C(C)C)cc3)nnc2c2ccccc12` reads -4.7% | 2.3

Exported in CSV form: part of the list above
canonical_smiles,S3 lipid droplet,S3 lipid droplet cell count max
Cc1cc(C)n(-c2ccc(C(=O)N3CCc4ccccc43)cc2)n1,?,/
O=C(COC(=O)COc1ccccc1)NCCc1ccccc1,?,/

Next compounds:
SMILES	S3 lipid droplet	S3 lipid droplet cell count max
COc1cccc(-c2noc(CCC(=O)NC3CCCC3)n2)c1	6.9%	9.0
COc1ccc2cc3cc(C(=O)NCCN4CCN(Cc5ccccc5)CC4)oc3nc2c1	-0.6%	-4.1
COc1ccc(C(CNC(=O)COc2ccc(F)cc2Br)N2CCCC2)cc1 (centres undefined)	?	/
CC(C)CC1Nc2ncnc(N3CCCCC3)c2N(Cc2ccccc2)C1=O (centres undefined)	?	/
CCN1C(=O)[C@H]2[C@@H](c3ccc(C)cc3)N3C(=O)N(c4ccc(C)cc4)C(=O)[C@@]3(C)[C@H]2C1=O	15.7%	19.2
COc1cccc(/C=C/C(=O)OCC(=O)Nc2ccc(N3CCOCC3)cc2)c1OC	10.6%	9.2
Cn1c(SCc2cccnc2)nc2cccnc21	10.8%	-8.5
CCC(C)[C@@H](C(=O)N1CCNCC1)n1cc(CCCCN)nn1 (some centres undefined)	-3.8%	-0.6
CS(=O)(=O)NNC(=O)Cn1nnc(-c2cc(C(F)(F)F)cc(C(F)(F)F)c2)n1	?	/
Cc1c(NC(=O)C2CCCN(S(=O)(=O)c3cnc[nH]3)C2)c(=O)n(-c2ccccc2)n1C (centres undefined)	10.8%	/
Cc1cccc([C@@H]2[C@@H]3C(=O)N(Cc4ccccc4)C(=O)[C@@H]3[C@]3(C)C(=O)N(c4cccc(Cl)c4)C(=O)N23)c1	-18.9%	-9.7
CCC1CCCCN1CCCNC(=O)c1cn(CC)c2ccc(S(=O)(=O)N3CCc4ccccc4C3)cc2c1=O (centres undefined)	?	/
COc1ccc(N2CCCCn3c2nc2c3c(=O)[nH]c(=O)n2C)cc1	?	/
C#CC1(O)CC(C)NCC1(C)CCC#N (centres undefined)	?	/
Cc1ccccc1Oc1ccc(NC(=O)C2CC=CCC2C(=O)O)cc1 (centres undefined)	?	/
O=C(CC(Cc1ccccc1)c1ccco1)NC1CCCCC1 (centres undefined)	i	29.1
Cc1ccnc(NC(=O)Cc2ccc(F)cc2)n1	-0.3%	-6.3
Cc1c(N=Cc2c(O)n(C3CCCCC3)c(=O)[nH]c2=O)c(=O)n(-c2ccccc2)n1C	13.3%	3.9
CCOc1ccc(NC(=O)CCS(=O)(=O)c2cccc3nsnc23)cc1	?	/
O=C(Nc1ccc(O)cc1)c1ccc(NC(=O)c2cccs2)cc1	?	/
CCOc1ccc(-c2nnc3ccc(SCC(=O)Nc4nc5ccccc5s4)nn23)cc1	1.4%	9.7
FC(F)(F)c1cnc(COc2ccc(Cl)cc2Cl)c(Cl)c1	24.3%	/
O=C(c1ccc(Cl)c([N+](=O)[O-])c1)N1CCN(C(=O)c2ccco2)CC1	-2.6%	-4.8
O=C(O)COc1ccc(Br)cc1/C=N/O	?	/
CN=c1sc2ccccc2n1CC(O)c1ccccc1 (centres undefined)	?	/

Continuation.
SMILES	S3 lipid droplet	S3 lipid droplet cell count max
COC(=O)c1ccc2c(=O)n(Cc3ccc(C(=O)NCCCN4CCOCC4)cc3)c(=S)[nH]c2c1	i	16.0
CCc1cc2cc(C)cc(C)c2nc1SCC(=O)N1CCCC1	?	/
CN(Cc1ccccc1)C(=O)COC(=O)C1CCN(S(=O)(=O)c2ccc(Cl)c(C(F)(F)F)c2)CC1	19.9%	13.2
CC(=O)N1N=C(c2ccc3ccccc3c2)OC1(C)C	?	/
O=C1CC(c2ccccc2)CC(=O)N1c1ccc(C(F)(F)F)cc1	?	/
CSC1=NCCN1C(=O)c1ccc(S(=O)(=O)N2CCOCC2)cc1	?	/
COc1ccc(OC)c(S(=O)(=O)NC(N)=NCCc2ccccc2OC)c1	?	/
Clc1ccccc1Cn1nnc(-c2cccs2)n1	?	/
O=C(N/N=C/c1cccc(O)c1)c1cc(-c2ccccc2)nc2ccccc12	?	/
Fc1ccc(/C=N/n2cnn(Cc3ccccc3Cl)c2=S)cc1	?	/
CCc1nnc(NC(=O)CSc2nnc(C)n2Cc2ccccc2)s1	6.8%	-5.5
Cc1[nH]nc2c1C(c1ccc(F)cc1)C(C#N)=C(N)O2 (centres undefined)	?	/
CCC(C)NC(=O)c1ccc(CSCc2ccccc2Cl)o1 (centres undefined)	11.5%	-10.6
CCOC(=O)c1c(NC(=O)CN2C(=O)NC3(CCC(C)CC3)C2=O)sc(C)c1CC (centres undefined)	16.0%	-1.7
COc1ccc(S(=O)(=O)N(C)c2ccc(C(=O)NCC3CCCO3)cc2)cc1 (centres undefined)	8.0%	0.3
COc1ccc(N2C(=NC(=O)C3CCCO3)SC3CS(=O)(=O)CC32)cc1 (centres undefined)	?	/
Nc1c(C(O)(C(F)(F)F)C(F)(F)F)ccc2ccccc12	?	/
CCC(CC)c1nnc(NC(=O)Cc2cccs2)s1	12.0%	13.8
O=C(O)CNC(=O)c1ccccc1F	-1.0%	4.4
CCOC(=O)C1(Cc2ccccc2C(F)(F)F)CCN(C(=O)c2cc(C(C)=O)n[nH]2)CC1	-2.4%	1.6
CCC(C)C(=O)Nc1nc2ccc(S(C)(=O)=O)cc2s1 (centres undefined)	i	/
COCCOC(=O)c1c(C)oc2ccc(OCC=C(C)C)cc12	?	/
O=C(Cn1nc2n(c1=O)-c1ccccc1SC2)N/N=C/c1cccs1	i	/
CCOC(=O)C1CCCN(C(=O)CN2C(=O)/C(=C/c3ccc(OC)cc3)Oc3ccccc32)C1 (centres undefined)	?	/
Cc1nnc(NC(=O)CSC2=NN3CCCC(=O)N=C3S2)s1	-18.7%[9.22 µM]	-15.1

New compounds follow.
SMILES	S3 lipid droplet	S3 lipid droplet cell count max
COCC(=O)N1CCC(Oc2ccc(C(=O)NC3Cc4ccccc4C3)cc2)CC1	?	/
CCOC(=O)C1CCN(c2ncnc3nc[nH]c23)CC1	6.8%	5.7
CCOc1ccc(NS(=O)(=O)c2ccc(C)c(C(N)=O)c2)cc1	?	/
c1ccc(-c2noc(CN3CCOCC3)n2)cc1	-7.8%	15.4
Cc1ccccc1C(=O)NC1CCN(CC(=O)Nc2c(C)cccc2C)CC1	?	/
Cc1ccc(S(=O)(=O)Nc2ncnc3sccc23)cc1C	2.6%	-15.9
CCC(CC)C(=O)Nc1ccc(-c2cn3cccnc3n2)cc1	?	/
CCOc1ccc(C(=O)CCC(=O)NC(CC(C)C)C(=O)OC)cc1 (centres undefined)	1.9%	2.8
Cc1noc(COc2ccc(OCc3nc(C)no3)cc2)n1	4.6%	-14.4
O=C(O)c1cc(-c2cccs2)nc2cc3c(cc12)OCCO3	11.2%	-4.7
NC(=O)c1ccc(NC(=O)COC(=O)/C=C/c2cccs2)cc1	?	/
CCOc1ccc(Oc2c(/C=N/NC(C)=O)c(C)nn2-c2ccccc2)cc1	-6.1%	-5.0
CCC(C(=O)NCc1ccco1)N(C(=O)CNS(=O)(=O)c1ccc(C)cc1)c1ccccc1F (centres undefined)	1.16µM*	11.8*
COc1cc(NC(=O)c2ccco2)c(C(=O)O)cc1OC	9.6%	5.3
CCCCN(CCCC)c1nc(-c2ccncc2)nc2ccccc12	?	/
O=S(=O)(NOCc1ccc(Cl)cc1)c1ccc(Cl)cc1	?	/
CC1=C(C(=O)OC(C)(C)C)C(c2cccc3ccccc23)NC(=O)N1 (centres undefined)	?	/
CCCOc1ccc(S(=O)(=O)n2cc(Br)c(=O)[nH]c2=O)cc1	?	/
O=C(O)CC1(CC(=O)Nc2ccccc2C(=O)c2ccccc2)CCCC1	4.0%	/
O=C(NCc1cccnc1)c1cccc(S(=O)(=O)N2CCCC2)c1	?	/
O=C(CSc1ccc(Cl)cc1)NC1=NN(c2ccccc2)C(=O)C1	?	/
COCc1cccc(C(=O)NC(c2ccccc2)c2ccccc2)c1	?	/
COc1ccc(Br)cc1CN(C)C(=O)c1ccccc1OCc1c(C)noc1C	11.4%[0.0737 µM]	/
CN(C)CCCN(C(=O)c1ccc2c(c1)OCCO2)c1nc2cc3c(cc2s1)OCO3	?	/
Cc1cc(SCC(=O)NCC2CCCO2)nc2ccccc12 (centres undefined)	-29.4%	29.7

Other results.
SMILES	S3 lipid droplet	S3 lipid droplet cell count max
CCCn1cc(CN2CCC(Cc3ccccc3)(C(=O)OCC)CC2)c(C)n1	-0.4%	-1.0
CCOC(=O)N1CCN(S(=O)(=O)c2ccc(OCC(=O)OC)c(C)c2)CC1	?	/
Cc1[nH]c(C)c(S(=O)(=O)NCc2ccc(Cl)cc2)c1C(=O)N1CCCC1	i	/
Cc1c(Cl)c(C(=O)NNC(=S)NCc2ccco2)nn1C	4.9%	6.1
OCCN1CCN(C(c2cccs2)c2ccc3cccnc3c2O)CC1 (centres undefined)	?	/
Cc1csc(SCC(=O)N(c2ccccc2)C(C)C)n1	?	/
Cc1ccc(-c2nnn(CC(=O)N3CCCCC3)n2)cc1	?	/
O=C(O)CCC(NS(=O)(=O)c1ccc(-c2ccccc2)cc1)C(=O)O (centres undefined)	?	/
COc1ccc(NC(=O)CSc2nc(C)cc(C)n2)cc1	i	22.3
CC(C)NC(=O)CSc1nc2sccc2c(=O)n1-c1ccccc1	i	12.2
COCCNC(=S)NCc1ccc2[nH]c3c(c2c1)CCCC3	?	/
Cn1nccc1NC(=O)COCC(=O)O	1.4%	11.4
O=C(NCc1ccc(Cl)cc1)c1cc([N+](=O)[O-])ccc1Cl	-6.9%	16.3
O=C(O)c1ccc(N/N=C/c2c(F)cccc2Cl)cc1	?	/
Cn1nnnc1SCC(=O)Nc1ccc2c(c1)OCCO2	-28.0%[9.22 µM]	-3.6
COc1ccc(C(=O)NCc2ccc(-n3cccc3)cc2)cc1OC	?	/
CCOC(=O)N1CCN(CC(=O)Nc2ccc(OC)cc2)CC1	?	/
O=C(/C=C/c1ccccc1Cl)N(Cc1ccccc1)C1CCS(=O)(=O)C1 (centres undefined)	11.9%	14.8
CCOc1cc2c(cc1OCC)CN(C(=O)c1cccc(S(=O)(=O)N3CCCC3)c1)CC2	-7.5%	-22.7
Cc1ccc(NC(=O)c2oc3ccc(S(=O)(=O)N4CCOCC4)cc3c2C)cc1C	4.8%	0.6
